Screens from PubChem.
TNAP inh hi DEA = TNAP (human) inhibition, high acceptor | P05186 | purified TNAP, CDP-star luminescence, 1 M DEA | inhibition, % at 20 µM | 0.03% of 200,000 active;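 active = over 50% inhibition of tissue-nonspecific alkaline phosphatase at 20 µM in the single-dose screen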;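 also: plate controls were DMSO wells for no effect and EDTA-quenched wells as full inhibition for full effect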
Target sequence (P05186 whole entry, looked up): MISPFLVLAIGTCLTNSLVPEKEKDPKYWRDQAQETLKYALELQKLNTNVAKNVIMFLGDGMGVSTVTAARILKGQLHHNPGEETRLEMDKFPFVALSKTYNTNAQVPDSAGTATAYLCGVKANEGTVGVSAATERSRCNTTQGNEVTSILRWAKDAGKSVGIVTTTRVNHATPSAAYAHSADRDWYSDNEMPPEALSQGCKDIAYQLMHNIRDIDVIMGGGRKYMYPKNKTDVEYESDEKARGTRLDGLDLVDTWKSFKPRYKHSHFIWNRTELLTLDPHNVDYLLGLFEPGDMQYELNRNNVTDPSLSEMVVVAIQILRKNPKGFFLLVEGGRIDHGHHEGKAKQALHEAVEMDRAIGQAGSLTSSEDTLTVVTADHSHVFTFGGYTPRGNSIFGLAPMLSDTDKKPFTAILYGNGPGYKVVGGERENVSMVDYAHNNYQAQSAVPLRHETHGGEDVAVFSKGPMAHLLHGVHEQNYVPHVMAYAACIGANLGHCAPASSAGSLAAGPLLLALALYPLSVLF
APP 5UTR inh = APP translation inhibition | SH-SY5Y APP 5'UTR-luciferase reporter, luminescence | inhibition, % at 2 µM | 0.82% of 190,000 active;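 active = inhibition above a set limit, derived from the sample mean plus 3 SD, cut at about 45% in these data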; also: values of inactives mirror those of a sister screen read the other way
TNAP act hiacc = increases human TNAP activity under high phosphate acceptor concentration; P05186; purified TNAP, CDP-star luminescence, 1 M DEA, 30 min; stronger effect = higher value; 0 = EDTA background, 1 = DMSO-only activity; activation factor at 20 µM; 200,000 tested, under 10 active;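 active = activation factor at least 2 at 20 µM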
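Assay system: human TNAP; Input: enzyme diluted 1/800 final; Reagent: CDP-star luminogenic substrate at 100 µM final; Timing: 30 min, room temperature; Signal: luminescence; Evaluation: TNAP activation factor scaled between EDTA and DMSO control wells.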
TNAP inh no acc = TNAP (human) inhibition, acceptor-free conditions; P05186; AID 1012; purified TNAP, CDP-star luminescence, 30 min; 0.26% of 200,000 active; inhibition, % at 20 µM;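 active = tissue-nonspecific alkaline phosphatase inhibition above about 50% at 20 µM in the single-dose screen, limit read from the data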;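 also: 0% = DMSO negative control and 100% = EDTA positive control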
bIAP inh = intestinal alkaline phosphatase (bovine) inhibition. 190,000 tested, under 10 active. purified bovine IAP, CDP-star luminescence, 30 min. inhibition, % at 20 µM;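 active = over 50% inhibition of intestinal alkaline phosphatase at 20 µM in the single-dose screen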
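Incubation: 30 min reaction at room temperature / Material: purified bovine intestinal alkaline phosphatase (IAP) enzyme / Input: enzyme at 1/65,000,000 dilution / Dosing: 20 µM single dose / Signal: CDP-star luminescence signal / Reagent: CDP-star chemiluminescent phosphatase substrate, 30 µM final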
RAM inhibit = yeast RAM network inhibition. S. cerevisiae dse1pr::URA3 reporter, 5-FOA growth OD615, 2 d; analog-sensitive cbk1-as2 kinase mutant strain. inhibition, % at 50 µM. 1.8% of 190,000 active;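 active = inhibition above a set limit, 3 SD over mean compound inhibition, cut at about 8.4% in these data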;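 also: 0% = DMSO-only wells with no growth and 100% = 10 µM 1-NA-PP1 full growth; inhibition rescues growth on 5-FOA so higher OD means more RAM inhibition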
bIAP act = intestinal alkaline phosphatase (bovine) activation | purified bovine IAP, CDP-star luminescence, 30 min; stronger effect = higher value; fold of DMSO-control signal, blank-subtracted | activation factor at 20 µM | 0.17% of 200,000 active | AID 1016;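 active = activation factor of 2 or more at 20 µM, a signal rise over negative controls twice the positive control's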
FLuc inhib CS = counter-screen for luciferase assay inhibitors: firefly luciferase inhibition; P08659; 1.5% of 200,000 active; inhibition, % at 10 µM; AID 1006; ATPLite firefly luciferase biochemical luminescence, 10 min;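 active = inhibition above about 50% when tested at 10 µM, limit read from the data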
Target sequence (P08659 whole entry, looked up): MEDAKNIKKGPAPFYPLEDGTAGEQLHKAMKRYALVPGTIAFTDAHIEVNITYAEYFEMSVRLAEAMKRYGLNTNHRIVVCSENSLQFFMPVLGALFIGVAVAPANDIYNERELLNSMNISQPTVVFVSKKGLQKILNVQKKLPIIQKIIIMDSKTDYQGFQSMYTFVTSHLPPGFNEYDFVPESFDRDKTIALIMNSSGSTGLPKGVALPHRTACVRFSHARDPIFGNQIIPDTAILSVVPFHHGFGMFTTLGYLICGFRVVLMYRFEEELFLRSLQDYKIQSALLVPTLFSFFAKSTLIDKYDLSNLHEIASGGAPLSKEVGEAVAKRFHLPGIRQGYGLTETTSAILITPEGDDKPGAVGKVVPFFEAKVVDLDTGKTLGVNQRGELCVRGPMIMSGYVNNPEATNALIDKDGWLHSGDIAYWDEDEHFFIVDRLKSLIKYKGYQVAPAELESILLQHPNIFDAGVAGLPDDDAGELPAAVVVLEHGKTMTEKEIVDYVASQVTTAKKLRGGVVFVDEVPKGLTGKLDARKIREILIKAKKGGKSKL
FLuc act counter = affects firefly luciferase, flagging false hits in luciferase stimulation screens; 200,000 tested, under 10 active; activation factor at 10 µM; P08659; ATPlite luciferase biochemical, luminescence, 10 min; 0 = ATP-free wells, 1 = DMSO control;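 active = luciferase activation factor, scaled between plate controls, of at least 2 with compound at 10 µM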
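Assay system: Luciferase/luciferin reagent mix; Medium: PBS as buffer for the ATP substrate; Dosing: test compounds dosed from 2 mM stocks in 100% DMSO; Times: 10 min, room temperature; Signal: luminescence from luciferase reaction; Read-out: luciferase activation; Controls: No-ATP low control, compound-free enzyme-plus-ATP high control.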
Lmaj promast = inhibitors of Leishmania major promastigote growth. Leishmania major promastigotes, resazurin fluorescence viability. inhibition, % at 10 µM. 9% of 200,000 active. AID 1063; in the data active = inhibition above about 50%;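 also: promastigotes grown with compound for 44 hours at 28 °C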
Starred values were filed as active, the others as inactive.

For COc1ccc(/C=C/C(=O)Nc2cccc(C(C)=O)c2)cc1 the results were TNAP inh hi DEA -5, APP 5UTR inh -50, TNAP act hiacc 1.1, TNAP inh no acc 3, bIAP inh 4, RAM inhibit 1.0, bIAP act 1, FLuc inhib CS 70*, FLuc act counter 0.3 and Lmaj promast 85*.
For Cc1ccc(-n2[nH]c(C)c(/C=N/n3c(C)nc4ccccc4c3=O)c2=O)cc1 the results were TNAP inh hi DEA -8, APP 5UTR inh 4, TNAP act hiacc 1.1, TNAP inh no acc 1, bIAP inh -19, RAM inhibit -1.7, bIAP act 1.2, FLuc inhib CS 14, FLuc act counter 0.9 and Lmaj promast -1.
Screening COC(=O)c1cc(NS(=O)(=O)c2ccc(N3CCCCC3)c([N+](=O)[O-])c2)cc(C(=O)OC)c1 returned TNAP inh hi DEA 3, APP 5UTR inh -2, TNAP act hiacc 1, TNAP inh no acc 1, bIAP inh 11, RAM inhibit 1.9, bIAP act 0.9, FLuc inhib CS -5, FLuc act counter 1.1 and Lmaj promast 49.
`Cc1onc(-c2ccccc2)c1C(=O)n1cccn1` gave TNAP inh hi DEA -5, APP 5UTR inh -3, TNAP act hiacc 1, TNAP inh no acc -9, bIAP inh 6, RAM inhibit 0.7, bIAP act 0.9, FLuc inhib CS 1, FLuc act counter 1 and Lmaj promast -5.
Cc1c(C(=O)N2CCOCC2)sc(NC(=O)Cc2ccccc2)c1C#N was read as TNAP inh hi DEA -1, APP 5UTR inh 6, TNAP act hiacc 1, TNAP inh no acc -3, bIAP inh 12, RAM inhibit 5.9, bIAP act 0.9, FLuc inhib CS -6, FLuc act counter 1.1 and Lmaj promast -8.
`CCOC(=O)N1CCC(NC(=O)c2cccnc2SC)CC1` gave TNAP inh hi DEA -5, APP 5UTR inh 7, TNAP act hiacc 1.1, TNAP inh no acc -10, bIAP inh 6, RAM inhibit 1.2, bIAP act 0.9, FLuc inhib CS -3, FLuc act counter 1 and Lmaj promast -6.
`COc1ccc2ccccc2c1/C=N/NC(=S)NCCN1CCOCC1` gave TNAP inh hi DEA 2, APP 5UTR inh -11, TNAP act hiacc 1, TNAP inh no acc 0, bIAP inh 13, RAM inhibit 0.0, bIAP act 0.9, FLuc inhib CS -2, FLuc act counter 1 and Lmaj promast 21.
c1ccc2c(c1)OCCOCCOCCO2 was read as TNAP inh hi DEA -6, APP 5UTR inh -10, TNAP act hiacc 1.1, TNAP inh no acc -7, bIAP inh 6, RAM inhibit 0.1, bIAP act 0.9, FLuc inhib CS -6, FLuc act counter 1.1 and Lmaj promast -2.
`CCN1C(=O)/C(=C\N(C)C)S/C1=N\S(=O)(=O)c1ccccc1` gave TNAP inh hi DEA -2, APP 5UTR inh -3, TNAP act hiacc 1, TNAP inh no acc -10, bIAP inh 4, RAM inhibit 0.9, bIAP act 1, FLuc inhib CS 0, FLuc act counter 1 and Lmaj promast -5.
Cc1nn(CC(=O)NCc2cccc3ccccc23)c(=O)c2ccccc12 was read as TNAP inh hi DEA -4, APP 5UTR inh -14, TNAP act hiacc 1, TNAP inh no acc -5, bIAP inh -5, RAM inhibit 3.8, bIAP act 1.1, FLuc inhib CS -5, FLuc act counter 1.1 and Lmaj promast -4.
CCC(C)NC(=O)Cc1c(OC)ccc2cc(Br)ccc12 (stereo not given) was read as TNAP inh hi DEA -1, APP 5UTR inh -29, TNAP act hiacc 1, TNAP inh no acc -6, bIAP inh -8, RAM inhibit 1.5, bIAP act 1.1, FLuc inhib CS -2, FLuc act counter 1 and Lmaj promast -3.
For O=C(Nc1nnc(-c2ccco2)s1)C1CCCCC1 the results were TNAP inh hi DEA -3, APP 5UTR inh -108, TNAP act hiacc 1, TNAP inh no acc 5, bIAP inh -3, RAM inhibit 4.9, bIAP act 1, FLuc inhib CS 4, FLuc act counter 1 and Lmaj promast -5.
COc1cccc(C2CC(c3ccccc3OC)n3nc(N)nc3N2)c1 (stereo not given) was read as TNAP inh hi DEA -2, APP 5UTR inh 0, TNAP act hiacc 1, TNAP inh no acc -10, bIAP inh 2, RAM inhibit 0.2, bIAP act 1, FLuc inhib CS -8, FLuc act counter 1.1 and Lmaj promast -7.
For COc1cc(/C=C2/C(=O)NN(c3cccc(C)c3)C2=O)cc([N+](=O)[O-])c1O the results were TNAP inh hi DEA 26, APP 5UTR inh 15, TNAP act hiacc 0.7, TNAP inh no acc 29, bIAP inh 16, RAM inhibit -1.2, bIAP act 0.8, FLuc inhib CS 4, FLuc act counter 1 and Lmaj promast -14.
For CC(=O)OCC1=C(C(=O)O)N2C(=O)C(NC(=O)Cn3nc(C(F)F)c(Cl)c3C)C2SC1 (stereo not given) the results were TNAP inh hi DEA 1, APP 5UTR inh -27, TNAP act hiacc 1, TNAP inh no acc -6, bIAP inh -3, RAM inhibit 1.7, bIAP act 1, FLuc inhib CS -2, FLuc act counter 1 and Lmaj promast -1.

2 records drawn at random from the list so far:
For CC(=O)OCC1=C(C(=O)O)N2C(=O)C(NC(=O)Cn3nc(C(F)F)c(Cl)c3C)C2SC1 (stereo not given) the results were TNAP inh hi DEA 1, APP 5UTR inh -27, TNAP act hiacc 1, TNAP inh no acc -6, bIAP inh -3, RAM inhibit 1.7, bIAP act 1, FLuc inhib CS -2, FLuc act counter 1 and Lmaj promast -1.
`Cc1onc(-c2ccccc2)c1C(=O)n1cccn1` gave TNAP inh hi DEA -5, APP 5UTR inh -3, TNAP act hiacc 1, TNAP inh no acc -9, bIAP inh 6, RAM inhibit 0.7, bIAP act 0.9, FLuc inhib CS 1, FLuc act counter 1 and Lmaj promast -5.

(listing goes on)
`COc1ccccc1NC(=O)C(=O)N/N=C(\C)CC(=O)Nc1ccccn1` gave TNAP inh hi DEA -6, APP 5UTR inh -19, TNAP act hiacc 1.1, TNAP inh no acc -26, bIAP inh -22, RAM inhibit 1.1, bIAP act 1.2, FLuc inhib CS 0, FLuc act counter 1 and Lmaj promast 3.
For CCn1c(=O)cc(OCC(=O)N(C)c2ccccc2F)c2ccccc21 the results were TNAP inh hi DEA -6, APP 5UTR inh -14, TNAP act hiacc 1.1, TNAP inh no acc -7, bIAP inh -1, RAM inhibit 4.7, bIAP act 1, FLuc inhib CS -3, FLuc act counter 1 and Lmaj promast 0.
For CCCC(C)c1nnc(NC(=O)CN2C(=O)c3ccccc3C2=O)s1 (stereo not given) the results were TNAP inh hi DEA -1, APP 5UTR inh -2, TNAP act hiacc 1, TNAP inh no acc -8, bIAP inh 8, RAM inhibit 2.8, bIAP act 0.9, FLuc inhib CS -3, FLuc act counter 1 and Lmaj promast -8.
For Cc1ccc(Cn2nc(C)c(NC(=O)C3(C)CC3(Br)Br)c2C)cc1 (stereo not given) the results were TNAP inh hi DEA -1, APP 5UTR inh -24, TNAP act hiacc 1, TNAP inh no acc -8, bIAP inh -8, RAM inhibit -0.8, bIAP act 1.1, FLuc inhib CS -5, FLuc act counter 1.1 and Lmaj promast 8.
For COc1ccc(S(=O)(=O)N[C@H](C(=O)N2CC[C@@]3(O)CCCC[C@H]3C2)c2ccccc2)cc1 the results were TNAP inh hi DEA -10, APP 5UTR inh -2, TNAP act hiacc 1.1, TNAP inh no acc -9, bIAP inh -3, RAM inhibit 1.6, bIAP act 1, FLuc inhib CS -8, FLuc act counter 1.1 and Lmaj promast 7.
`Cc1ccc(/C=C/C(=O)OCC(=O)Nc2ccccc2Sc2ccccc2)cc1` gave TNAP inh hi DEA -5, APP 5UTR inh -3, TNAP act hiacc 1, TNAP inh no acc -5, bIAP inh -24, RAM inhibit 19*, bIAP act 1.2, FLuc inhib CS 2, FLuc act counter 1 and Lmaj promast 33.
CCCCCCCCOC(=O)CCn1[nH]c(=O)c2ccccc2c1=O was read as TNAP inh hi DEA 0, APP 5UTR inh -10, TNAP act hiacc 1, TNAP inh no acc -9, bIAP inh 2, RAM inhibit -0.7, bIAP act 1, FLuc inhib CS -7, FLuc act counter 1.1 and Lmaj promast -8.
`COc1cc(OC)c(NC(=O)CCc2ccccc2)cc1Cl` gave TNAP inh hi DEA 1, APP 5UTR inh -5, TNAP act hiacc 1, TNAP inh no acc -8, bIAP inh 32, RAM inhibit 1.1, bIAP act 0.7, FLuc inhib CS -2, FLuc act counter 1 and Lmaj promast 19.
`CSc1ccc(/C=N/N2CCN(Cc3ccc(Cl)cc3)CC2)cc1` gave TNAP inh hi DEA 3, APP 5UTR inh -2, TNAP act hiacc 1, TNAP inh no acc -1, bIAP inh 4, RAM inhibit 2.4, bIAP act 1, FLuc inhib CS -1, FLuc act counter 1 and Lmaj promast 28.
`CCc1cccc(CC)c1NC(=O)C1CN(S(=O)(=O)c2ccccc2)CCN1S(=O)(=O)c1ccccc1` (stereo not given) gave TNAP inh hi DEA -4, APP 5UTR inh 6, TNAP act hiacc 1, TNAP inh no acc -26, bIAP inh -5, RAM inhibit 3.6, bIAP act 1.1, FLuc inhib CS -5, FLuc act counter 1 and Lmaj promast 8.
Screening CC(C)(C)C(=O)NC(=S)N1CCc2ccccc21 returned TNAP inh hi DEA 1, APP 5UTR inh 9, TNAP act hiacc 1, TNAP inh no acc -13, bIAP inh -2, RAM inhibit 0.5, bIAP act 1, FLuc inhib CS 0, FLuc act counter 1 and Lmaj promast -7.
Cc1noc(C)c1S(=O)(=O)N1CCCC(C(=O)Nc2cccnc2)C1 (stereo not given) was read as TNAP inh hi DEA -2, APP 5UTR inh -4, TNAP act hiacc 1, TNAP inh no acc -10, bIAP inh 2, RAM inhibit 0.3, bIAP act 1, FLuc inhib CS -4, FLuc act counter 1 and Lmaj promast -7.
CCOc1ccc(C(=O)OCCCN(C)C)cc1 was read as TNAP inh hi DEA 1, APP 5UTR inh 3, TNAP act hiacc 1, TNAP inh no acc -16, bIAP inh -1, RAM inhibit 4.0, bIAP act 1, FLuc inhib CS -2, FLuc act counter 1 and Lmaj promast -4.
Screening CC1=CC(=O)N(c2ccc(C)cc2)C1c1ccc(Cl)cc1 (stereo not given) returned TNAP inh hi DEA -2, APP 5UTR inh -11, TNAP act hiacc 1, TNAP inh no acc -8, bIAP inh -9, RAM inhibit 0.4, bIAP act 1.1, FLuc inhib CS 1, FLuc act counter 1 and Lmaj promast 61*.
`Nc1ccc(S(=O)(=O)c2ccc(Cl)cc2)cc1` gave TNAP inh hi DEA -3, APP 5UTR inh -3, TNAP act hiacc 1, TNAP inh no acc -12, bIAP inh 42, RAM inhibit 0.8, bIAP act 0.6, FLuc inhib CS 0, FLuc act counter 1 and Lmaj promast -2.
`C=C(C)c1cccc(C(C)(C)NC(=O)NCCCn2ccnc2)c1` gave TNAP inh hi DEA -10, APP 5UTR inh 8, TNAP act hiacc 1.1, TNAP inh no acc -27, bIAP inh -127, RAM inhibit 1.1, bIAP act 2.3*, FLuc inhib CS -6, FLuc act counter 1.1 and Lmaj promast -3.
CCOC(=O)c1cc(-c2cccnc2)nn1-c1ccccc1C was read as TNAP inh hi DEA -5, APP 5UTR inh -6, TNAP act hiacc 1.1, TNAP inh no acc -6, bIAP inh -1, RAM inhibit 1.1, bIAP act 1, FLuc inhib CS -3, FLuc act counter 1 and Lmaj promast -2.
